ATXN viability = cell viability loss in ATXN counter-screen. S2 cells (HEK-293 line with an ATXN2-luciferase reporter) viability, CellTiter-Fluor protease fluorescence, 24 h. Potency, µM (top dose mostly 56.7 µM), most hits filed as cytotoxic. AID 651635. 400,000 compounds, 0.49% hits; note: potency is the fitted concentration of half-maximal effect; nearly all actives have a fitted effect of over 40% in size
TGFb inhibitor = blocks TGF-b signaling; AID 588855; Potency, µM (titrated, usually from 46.1 µM), inactives show at the top dose activity, negative = inhibition, actives largely listed as inhibitors; HepG2 CAGA-GFP TGF-b/SMAD3 reporter, GFP fluorescence, 18 h; TGF-beta stimulated, 500 pg/mL final; 410,000 compounds, 1.2% hits; note: potency is the fitted concentration of half-maximal effect; % is set by controls: 0 for no effect and ±100 for the full control effect; nearly all actives have a fitted effect of over 65% in size
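Cell-based qHTS in HEPG2 carrying a CAGA-GFP Smad reporter; compounds added before 500 pg/mL final TGF-beta, 18 h incubation at 37 degrees C, GFP fluorescence quantified per cell by imaging cytometry.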
ATXN2 expr inh = inhibitors of ATXN2 expression | HEK-293 ATXN2-luciferase reporter, luminescence, 24 h | Potency, µM (doses to about 57 µM), for inactives: at the highest dose activity change, negative = inhibition, hits mostly inhibitors | 360,000 compounds, 0.72% hits | AID 1745845; note: potency is the fitted concentration of half-maximal effect; % is set by controls: 0 for no effect and ±100 for the full control effect; nearly all actives have a fitted effect of over 55% in size
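qHTS (up to 57 uM final) was run with 24 h compound exposure of reporter cells at 37 °C. Each well was multiplexed: SteadyGlo luminescence measured ATXN2-luciferase expression after a fluorogenic Gly-Phe-AFC viability readout (25 uM final).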
Nrf2 inh = blocks Nrf2 signaling; A549 ARE-Fluc reporter, luciferase luminescence, 18-24 h; Potency, µM (doses to about 46 µM), inactives show at the highest dose activity change, negative = inhibition, most hits filed as inhibitors; 360,000 compounds, 2.1% hits; AID 504444; note: potency is the fitted concentration of half-maximal effect; % is set by controls: 0 for no effect and ±100 for the full control effect; nearly all actives have a fitted effect of over 60% in size
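In this cell-based qHTS, ARE-driven firefly luciferase in A549 cells reports Nrf2 activity; the luminescent signal after BugLite lysis is the measured value, with a prior CellTiter-Fluor read for cell health.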
A549 viability = counter-screen for Nrf2 inhibitors: cytotoxicity in A549 cells. A549 ARE-Fluc cells, CellTiter-Fluor viability, 18-24 h. Potency, µM (series often up to 46 µM), without a hit: at the top dose activity change, negative = cytotoxicity, usual class: inhibitors. 390,000 compounds, 0.16% hits. AID 504648; note: potency is the fitted concentration of half-maximal effect; % is set by controls: 0 for no effect and ±100 for the full control effect
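A549 ARE-Fluc cells in 5% FBS OPTI-MEM, 5000 cells/well, rested 2 h then exposed to compounds in concentration-response for 18-24 h at 37 °C. Viability by CellTiter-Fluor fluorescence (Ex 405/Em 525) after 30 min; luciferase luminescence (BugLite, 15 min, RT) read afterwards.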
EPAC2 ag = agonists of human EPAC2 (RAPGEF4). Q8WZA2. EPAC2 activation, biochemical qHTS; response scale: 100% = 6.5 mM cAMP response. Potency, µM (titrated, usually from 154 µM), for the others: at the top dose activation, actives largely listed as activators. 360,000 compounds, 0.079% hits. AID 720711; note: potency is the fitted concentration of half-maximal effect; nearly all actives have a fitted effect of over 50% in size
Target sequence (Q8WZA2 whole entry, looked up): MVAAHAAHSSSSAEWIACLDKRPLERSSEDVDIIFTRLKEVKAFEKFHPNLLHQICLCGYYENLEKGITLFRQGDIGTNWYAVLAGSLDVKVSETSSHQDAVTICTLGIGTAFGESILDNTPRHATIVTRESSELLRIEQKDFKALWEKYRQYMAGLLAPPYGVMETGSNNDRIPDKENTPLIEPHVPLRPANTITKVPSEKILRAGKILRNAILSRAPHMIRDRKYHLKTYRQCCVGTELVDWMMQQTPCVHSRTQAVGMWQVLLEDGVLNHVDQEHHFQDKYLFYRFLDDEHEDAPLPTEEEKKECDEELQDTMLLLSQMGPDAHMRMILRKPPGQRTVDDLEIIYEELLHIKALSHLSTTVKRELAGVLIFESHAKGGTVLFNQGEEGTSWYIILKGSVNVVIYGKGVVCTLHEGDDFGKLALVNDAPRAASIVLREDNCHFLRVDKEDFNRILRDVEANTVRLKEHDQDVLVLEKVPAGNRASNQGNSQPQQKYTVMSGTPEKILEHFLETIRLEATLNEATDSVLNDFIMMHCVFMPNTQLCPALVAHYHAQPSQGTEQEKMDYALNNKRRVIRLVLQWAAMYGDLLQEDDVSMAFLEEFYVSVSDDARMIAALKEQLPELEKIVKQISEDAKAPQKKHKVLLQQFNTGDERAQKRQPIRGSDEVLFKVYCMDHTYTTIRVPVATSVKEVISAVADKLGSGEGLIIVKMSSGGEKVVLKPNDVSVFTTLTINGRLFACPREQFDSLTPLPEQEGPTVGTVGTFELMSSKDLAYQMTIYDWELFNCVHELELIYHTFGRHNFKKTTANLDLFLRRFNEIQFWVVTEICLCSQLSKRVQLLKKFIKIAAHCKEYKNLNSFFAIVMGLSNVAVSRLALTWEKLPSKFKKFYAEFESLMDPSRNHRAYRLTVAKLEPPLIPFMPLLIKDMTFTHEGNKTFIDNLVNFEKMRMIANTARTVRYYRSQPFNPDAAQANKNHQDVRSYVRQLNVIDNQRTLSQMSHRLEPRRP
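Readout is BODIPY fluorescence (480 nm excitation, 540 nm emission), which falls as labeled GDP is exchanged off Rap1B. EPAC2 at 100 nM acted on 250 nM RAP1B-BODIPY-GDP with 50 uM GDP present.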
IL2 activator = activators of IL-2; IL-2 activation reporter assay, cell-based qHTS; stimulated with anti-CD3/CD4/CD28 beads; in transgenic mouse T cells; activation, % (series mostly up to about 46 µM); 360,000 compounds, 0.065% hits; AID 652025; in the data active = activation above about 50%; inconclusive = mostly about 30% to 49%; note: 0% is about no effect
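First, unstimulated transgenic mouse T cells were exposed to compound for 60 min. Next, anti-CD3/anti-CD4-coated beads with anti-CD28 were added. Finally, after 18 h at 37 degrees C, EGFP and DsRed were imaged.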
HepG2 tox = HepG2 cytotoxicity, counter-screen for TGF-b inhibitors; AID 588856; HepG2 CAGA-GFP viability, ATP luminescence, 18 h; Potency, µM (series often up to 46.1 µM), without a hit: top-dose activity change, negative = cytotoxicity, usual class: cytotoxic; 410,000 compounds, 0.76% hits; note: potency is the fitted concentration of half-maximal effect; some results filed as inactive show a strong effect at the top dose
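HepG2 CAGA-GFP cells (1000/well, DMEM with 1% FBS) received compound, then TGF-beta at 500 pg/mL final, and were incubated 18 hours at 37 degrees C. Viability was read by CellTiter-Glo luminescence. Media-only wells were set as complete cell-killing and DMSO as no toxicity.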
Nrf2 ARE act = activates Nrf2 signaling. AREc32 ARE-luciferase reporter (MCF7-derived line), luminescence, 24 h. Potency, µM (titrated, usually from 46.1 µM), for inactives: top-dose activation, usual class: activators. 410,000 compounds, 0.31% hits; note: potency is the fitted concentration of half-maximal effect; % of control where 0% means no effect; nearly all actives have a fitted effect of over 65% in size
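AREc32_Fluc, 1000 cells/well, OPTI-MEM + 5% FBS, o/n 37 deg C 5% CO2; 23 nL cpd by pin tool, 24 hr; Steady-Glo 30 min RT, luminescence.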
* hit, by the source's call; i = inactive; u = inconclusive; x = not tested or not shown; [ ] = remark or other dose. Unless noted, calls come from the whole dose curve; as a rule, active = well fitted curve in the direction sought with a large enough effect; inconclusive = small, poorly fitted or top-dose-only effect, or another doubt; inactive = no such curve, though single readings can be large; an effect the other way counts as inactive or inconclusive.

SMILES | ATXN viability | TGFb inhibitor | ATXN2 expr inh | Nrf2 inh | A549 viability | EPAC2 ag | IL2 activator | HepG2 tox | Nrf2 ARE act
COc1ccccc1/C=C/C(=O)NCC(=O)N1CCC(N(C)C2CCCC2)CC1 | i | -16.5% | 2.3% | 9.6% | -5.2% | 12.3% | -2.7 | -3.6% | -0.2%
CN(C)C(=O)c1c(NC(=O)c2ccccc2)sc2c1CCC2 | i | -3.4% | -6.5% | 8.6% | 9.8% | -0.8% | -0.4 | 1.3% | 0.8%
O=C(NCCC(=O)N(Cc1ccco1)Cc1cccs1)c1ccccc1Cl | i | -6.1% | x | -11.0% | 2.0% | 1.1% | -0.2 | -16.7% | 0.7%
COc1ccc(Cl)c(-c2cc(C(=O)NCc3ccc(C(F)(F)F)cc3)[nH]n2)c1 | u | -26.7% | -22.0% | x | x | 5.8% | -0.7 | -34.2% | 3.2%
C#CCNc1cc(-c2ccccc2)nc2ncnn12 | i | 1.9% | -8.8% | u | -7.6% | -4.9% | 0.2 | -3.2% | 5.8%
CCOC(=O)N1CCN(C(=O)C[C@@H]2C[C@@]3(C(=O)OCC)CCC=C3N(Cc3ccc(Cl)cc3Cl)C2=O)CC1 | u | x | 0.0% | x | x | 7.4% | -0.6 | x | 5.4%
COC(=O)c1cc(NC(=O)c2cc(-c3ccc(OC)cc3)oc2C(F)(F)F)ccc1N1CCOCC1 | u | u | 0.0% | -23.7% | 0.9% | 2.2% | -4.2 | -12.6% | -0.6%
CC1(C)CC(=O)C=C(C#CC2(O)CCCCC2)C1 | 15.8µM* | u | u | x | x | 3.2% | -3.3 | 10µM* | u
CC1CCC(NS(=O)(=O)c2ccc(Cl)s2)CC1 (stereo not given) | i | -17.4% | -3.7% | 3.5% | 0.2% | -1.7% | -0.7 | -25.7% | 2.4%
COC(=O)c1cnc(Oc2ccc(NC(=O)NC(=O)c3c(F)cccc3F)cc2)cc1C(F)(F)F | i | 7.0% | 19.1% | u | -10.8% | 1.8% | -0.1 | 16.9% | 2.5%
Cc1c(NC(=O)C(C)OC(=O)c2cccnc2)c(=O)n(-c2ccccc2)n1C (stereo not given) | i | -0.4% | x | -8.8% | -1.4% | -5.0% | -0.6 | -1.0% | -0.1%
Cc1ccc(OCCN2C(=O)NC3(CCc4ccccc4C3)C2=O)cc1 (stereo not given) | i | -21.8% | 1.2% | 16.2% | 0.3% | 9.4% | -0.1 | -51.7% | -0.5%
CC1(c2ccccc2)CC(C)(C)N(C(=O)c2ccccc2Cl)c2ccccc21 (stereo not given) | i | -17.2% | -1.0% | 3.3% | 5.4% | x | x | -7.8% | 3.9%
Nc1[nH]c(C(=O)c2ccccc2)c(-c2ccc(Cl)cc2Cl)c1C(=O)c1ccc(Br)cc1 | i | x | 13.1% | x | x | -5.7% | 0.2 | x | -0.5%
COC(=O)c1ccccc1NC(=O)Nc1ncccc1C | i | 0.9% | x | 3.4% | 8.7% | 15.3% | 0.1 | 3.7% | -0.3%
Cc1nc2ccccn2c1/C(O)=C1\C(=O)C(=O)N(CCCn2ccnc2)C1c1ccncc1 (stereo not given) | i | 16.8% | 3.2% | 25.0% | -19.6% | 5.4% | 0.6 | -9.5% | -0.1%
Cc1ccccc1NC(=O)Cn1c(=O)n(CCCCCC(=O)NCc2ccc3c(c2)OCO3)c(=O)c2sccc21 | x | u | x | u | -2.4% | x | x | -39.6% | 6.9%
CCN1CCN(c2oc(-c3ccc(COc4ccc(C)cc4)o3)nc2C#N)CC1 | u | 8.1% | -33.6% | -21.1% | -14.5% | x | x | -32.0% | 0.3%
COc1ccccc1N1CCN(C(=O)CCS(=O)(=O)c2cc(Br)cc3c2N(C(C)=O)CC3)CC1 | i | u | -2.7% | -5.0%[9.27 µM] | 0.2% | x | x | -15.8% | -0.5%
Cc1nnc(NC(=O)c2ccccc2Br)s1 | i | 8.2% | 28.2% | u | -14.2% | -2.7% | 2.4 | -25.9% | 18.8%

Overlap with the part before: 5 entries, followed by the next part.
SMILES | ATXN viability | TGFb inhibitor | ATXN2 expr inh | Nrf2 inh | A549 viability | EPAC2 ag | IL2 activator | HepG2 tox | Nrf2 ARE act
Cc1nc2ccccn2c1/C(O)=C1\C(=O)C(=O)N(CCCn2ccnc2)C1c1ccncc1 (stereo not given) | i | 16.8% | 3.2% | 25.0% | -19.6% | 5.4% | 0.6 | -9.5% | -0.1%
Cc1ccccc1NC(=O)Cn1c(=O)n(CCCCCC(=O)NCc2ccc3c(c2)OCO3)c(=O)c2sccc21 | x | u | x | u | -2.4% | x | x | -39.6% | 6.9%
CCN1CCN(c2oc(-c3ccc(COc4ccc(C)cc4)o3)nc2C#N)CC1 | u | 8.1% | -33.6% | -21.1% | -14.5% | x | x | -32.0% | 0.3%
COc1ccccc1N1CCN(C(=O)CCS(=O)(=O)c2cc(Br)cc3c2N(C(C)=O)CC3)CC1 | i | u | -2.7% | -5.0%[9.27 µM] | 0.2% | x | x | -15.8% | -0.5%
Cc1nnc(NC(=O)c2ccccc2Br)s1 | i | 8.2% | 28.2% | u | -14.2% | -2.7% | 2.4 | -25.9% | 18.8%
CCCCc1cc(=O)oc2cc(OCC(=O)Nc3ccccn3)ccc12 | i | 21.6% | x | -9.1% | -6.4% | -4.5% | 0.0 | -9.3% | 12.6µM*
O=C(NCCCN1CCOCC1)Nc1ccc(Cc2ccc(NC(=O)NCCCN3CCOCC3)cc2)cc1 | i | 2.1% | 1.0% | 0.5% | u | 4.0% | -2.7 | 0.5% | 0.1%
Cc1cccc(C)c1NC(=O)CN(C)CC(=O)N(C)CC(=O)Nc1ccccc1Br | i | -5.7% | x | -11.0% | -13.4% | 3.7% | 0.3 | -23.8% | -0.1%
CCN(CC)C(=O)c1ccc2c(=O)n(Cc3ccc4c(c3)OCO4)c(=S)[nH]c2c1 | i | u | x | u | -6.6% | -0.1% | 0.0 | -8.9% | 0.1%
Cn1c(N2CCC(C(N)=O)CC2)nc2c1c(=O)n(Cc1ccc(Cl)cc1)c(=O)n2C | i | 15.2% | 2.1% | 5.0% | -8.6% | 3.5% | -2.7 | -7.9% | 0.0%
Cn1c(CO)nc2c3ccccc3ccc21 | i | 0.6% | 1.7% | u | -14.6% | 7.4% | -0.2 | -21.4% | 0.2%
COc1ccc(NC(=O)C(CC(C)C)NC(=O)c2ccccc2C)cn1 (stereo not given) | i | 11.9% | 1.2% | 0.2% | 0.6% | 12.1% | -2.8 | -18.3% | 0.0%
COc1ccc(NS(=O)(=O)c2cccc(C(=O)NNC(=O)c3ccc(O)c(Cl)c3)c2)cc1 | i | 21.5% | x | -7.5% | 27.3% | 20.0% | 0.6 | -0.5% | -0.7%
Cc1ccc(N2C(=O)N3[C@H](c4ccc(F)cc4)[C@@H]4C(=O)N(C5CCCCC5)C(=O)[C@@H]4[C@]3(Cc3ccccc3)C2=O)cc1 | i | 11.0% | 2.9% | -4.1% | 0.5% | -9.3% | 0.4 | -1.3% | -0.5%
Cc1cccc(CC(=O)N2CCN=C2SCc2ccc([N+](=O)[O-])cc2)c1 | i | -3.6% | 5.8% | 10.7% | 0.8% | 6.3% | -2.1 | 3.3% | 5.3%
Cc1cccc(NC(=O)CSc2ncnc3nc[nH]c23)c1 | i | -2.7% | -0.1% | -18.3% | -10.2% | -17.8% | 0.4 | -7.3% | 0.5%
Cc1ccc2c(CN3CCN(Cc4ccccc4)CC3)cc(=O)oc2c1C | i | 17.6% | u | -0.6% | 6.6% | 22.5% | -0.3 | -31.3% | 2.6%
CCCCC(NC(C)=O)c1nc2ccccc2[nH]1 (stereo not given) | i | -3.9% | 4.9% | 12.0% | -0.2% | 13.5% | -2.5 | -21.5% | 0.6%
O=C(CSc1nc2ccccc2c(=O)n1-c1ccccc1)N1CCCC1 | i | 11.4% | -3.7% | -24.8% | -6.9% | 5.5% | -0.2 | -22.4% | -0.2%
COc1ccc(C(=O)CCC(=O)NCc2cc(OC)cc(OC)c2)cc1 | i | -17.7% | 2.3% | 3.4% | -1.7% | 0.7% | -2.1 | 2.2% | -0.4%
Cc1ccc(OCCNC(=O)c2ccccc2N)cc1 | i | 2.2% | 4.7% | 13.3% | 5.7% | -5.3% | -0.2 | -16.8% | 2.0%
Cc1noc(C)c1NC(=O)N(C)C[C@H]1Oc2c(NC(=O)C3CCCCC3)cccc2C(=O)N([C@H](C)CO)C[C@@H]1C | i | -4.5% | 4.2% | 5.1% | -2.3% | 0.0% | -0.4 | -26.6% | 0.0%
Cc1cc(C(=O)COC(=O)c2ccc(N)cc2)c(C)n1-c1c(C)n(C)n(-c2ccccc2)c1=O | i | -5.1% | 6.2%[11.3 µM] | -8.0% | -5.9% | 3.8% | -4.9 | 8.2% | 0.2%
Cc1ccc(S(=O)(=O)CCC(=O)OCc2nc(N)nc(Nc3ccccc3C)n2)cc1 | u | -11.3% | 5.5% | 2.4% | -17.8% | 5.5% | -3.4 | -11.0% | 2.1%
N#Cc1cccc(NCC(=O)Nc2ccc3c(c2)OCCO3)c1 | i | -11.9% | 49.4%[activator] | u | 4.7% | 7.9% | 0.6 | 17.0% | 0.1%
COc1ccc2[nH]c(=O)c(CN(CCO)C(=O)c3ccccc3F)cc2c1 | i | 0.0% | 8.8% | 0.0% | 1.1% | 0.3% | 1.4 | -24.6% | -0.1%

Bioassay records from PubChem BioAssay.
